Screening results: PubChem, National Center for Advancing Translational Sciences (NCATS)
KB-V1 cytotox: kills drug-selected multidrug resistant KB-V1 cells; Potency, µM (highest dose often 46.1 µM), inactives show at the top dose activity change, negative = cytotoxicity, usual class: cytotoxic; hit rate 3.4% among 400,000; AID 1347076; KB-V1 MDR cells viability, CellTiter-Glo, 72 h; also: nearly all actives have a fitted effect of over 60% in size
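Cytotoxicity via CellTiter-Glo luminescence after 72 h compound exposure at 37 degrees C. Cells: drug-selected KB-V1 line, DMEM phenol-red free plus 10% FBS. Compounds tested at multiple concentrations; normalized data fitted to concentration-effect curves.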
ATXN2 expr inh: reduces ATXN2 reporter expression in HEK-293 cells | Potency, µM (top dose mostly 57 µM), inactives show top-dose activity change, negative = inhibition, hits mostly inhibitors | HEK-293 ATXN2-luciferase reporter, luminescence, 24 h | hit rate 0.72% among 360,000 | AID 1745845; also: nearly all actives have a fitted effect of over 55% in size
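qHTS (up to 57 uM final) was run with 24 h compound exposure of reporter cells at 37 °C. Each well was multiplexed: SteadyGlo luminescence measured ATXN2-luciferase expression after a fluorogenic Gly-Phe-AFC viability readout (25 uM final).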
KB-3-1 tox: kills parental KB-3-1 adenocarcinoma cells; Potency, µM (doses to about 46.1 µM), for the others: top-dose activity change, negative = cytotoxic, hits mostly cytotoxic; hit rate 1.4% among 400,000; KB-3-1 viability, CellTiter-Glo ATP luminescence, 72 h; also: nearly all actives have a fitted effect of over 60% in size
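Luminescent ATP read-out (CellTiter-Glo) measures survival of drug-naive KB-3-1 cells after 72 h compound exposure at 37 °C. Titration series was screened from lowest to highest concentration, with DMSO vehicle plates as background controls.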
Numbers without * were called inactive; ? = inconclusive; [ ] = another dose, or the depositor's remark. Calls follow the shape of the dose curve; as a rule, active = well fitted curve in the direction sought with a large enough effect; inconclusive = small, poorly fitted or top-dose-only effect, or another doubt; inactive = no such curve, though single readings can be large; an effect the other way counts as inactive or inconclusive. % is scaled to controls: 0 for no effect and ±100 for the full control effect; potency is read from the fitted curve at half-maximal effect. An excerpt. The share of hits here may be higher or lower than overall.

Values run as follows: KB-V1 cytotox, ATXN2 expr inh, KB-3-1 tox
> Cc1cc(C)cc(N2CC(c3nc(-c4ccccc4C)no3)CC2=O)c1 (stereo not given)
    -16%, -13%, 0%
> COc1ccc(S(=O)(=O)Nc2cccc(-c3ccc(N4CCCC4)nn3)c2)cc1OC
    ?, ?, -27%
> Cc1cccc(NC(=O)c2c(NC(=O)c3cccs3)sc3c2CCC(C)C3)c1 (stereo not given)
    3%, 10%, 4%
> CC(C)CCOc1ccc(C(=O)NCC2OCCc3ccccc32)cc1 (stereo not given)
    -19%, 6%, 4%
> COc1ccc(NC(=O)Cn2c(=O)n(-c3ccc(OC)cc3)c(=O)c3ccc(C(=O)NCc4ccc(C)cc4)cc32)cc1
    ?, 1%, 21%
> Cc1ccc(C)c(NC(=O)CCn2nc(C)c3c(C)n(-c4ccccc4)nc3c2=O)c1
    ?, -12%, 14%
> CCOc1ccc(C(=O)Nc2ccc(C(=O)OCc3cc(=O)n4ccsc4n3)cc2)cc1
    -6%, -6%, -11%
> O=C(OCc1ccco1)c1ccc2c(c1)N(Cc1cccc(F)c1)C(=O)c1ccccc1S2
    ?, 11%, -17%
> COc1ccc(NC(=O)CCNS(=O)(=O)c2ccc3c(c2)CCCC(=O)N3)cc1
    -1%, 1%, 17%
> CCOc1ccc(NC(=O)c2ccc3c(c2)CCN3S(=O)(=O)c2ccc(Cl)cc2)cc1
    14%, -14%, 3%

Only KB-V1 cytotox and ATXN2 expr inh (two entries from above):
smiles	KB-V1 cytotox	ATXN2 expr inh
Cc1ccc(C)c(NC(=O)CCn2nc(C)c3c(C)n(-c4ccccc4)nc3c2=O)c1	?	-12%
CCOc1ccc(C(=O)Nc2ccc(C(=O)OCc3cc(=O)n4ccsc4n3)cc2)cc1	-6%	-6%

Remaining list, next part
Values run as follows: KB-V1 cytotox, ATXN2 expr inh, KB-3-1 tox
> CC(C)CC(=O)Nc1nnc2n1CCS2
    15%, 5%, 9%
> CCOC(=O)CSc1nc2ccc(NC(=O)c3ccc(C)cc3)cc2s1
    3%, 13%, 2%
> COc1ccc(C(=O)Nc2ccc3c(c2)CCCN3S(=O)(=O)c2ccc(C)cc2)c(OC)c1
    -6%, 11%, -19%
> CCOC(=O)C1CCN(c2c(C(=O)c3ccc(C)cc3)cnc3ccc(F)cc23)CC1
    0%, 4%, -2%
> C#CCOc1ccc(-c2nnc(Nc3cccc(C)c3)c3ccccc23)cc1
    -22%, ?, ?
> CCOC(=O)CSc1nnc2n(-c3ccccc3)c(=O)c3c4c(sc3n12)CC(C(C)(C)C)CC4 (stereo not given)
    -27%, ?, 7%
> CC(CNC(=O)C1CCN(S(=O)(=O)c2ccc3c(ccn3C)c2)CC1)c1ccccc1 (stereo not given)
    13%, 0%, -8%
> CCCCNC(=O)C1CCCN(c2nnc(C)c3c(C)n(-c4ccc(Cl)cc4)nc23)C1 (stereo not given)
    -5%, -8%, -4%
> COc1ccccc1CNC(=O)c1c(O)nc2cc(C)ccn2c1=O
    3%, 12%, -5%
> CCOc1ccc(-c2cc(C(=O)N3CCN(c4cccc(C(F)(F)F)c4)CC3)c3ccccc3n2)cc1
    ?, 10%, 5.8µM*
> CCOc1ccc(NC(=O)CN2C(=O)CC(C)Sc3ccccc32)cc1 (stereo not given)
    -29%, 12%, 5%
> COc1cc(C(CC(=O)Nc2cccc(C(C)=O)c2)N2Cc3ccccc3C2=O)cc(OC)c1OC (stereo not given)
    ?, -4%, ?
> CCOC(=O)N1CCc2c(sc(NCc3ccc(N(CC)CC)cc3)c2C(=O)Nc2cc(OC)ccc2OC)C1
    26%, -10%, 1%
> CCCSc1nc(-c2ccc(OC)cc2)cc(-c2ccccc2OC)c1C#N
    ?, 15%, 16%
> COc1ccc(-n2nc(C(=O)N3CCCCC3)c3c4ccccc4n(C)c3c2=O)cc1Cl
    -27%, -4%, 3%
> Cc1[nH]c2ccccc2c1C1N2CC3(C)CN1CC(C)(C2)C3=O (stereo not given)
    17%, 3%, 1%
> COC(=O)c1ccc(NC(=O)CCCC(=O)OCC(=O)c2ccc(Cl)cc2)cc1
    4%, 7%, 1%
> Cc1sc2ncn(CC(=O)Nc3ccc(C(C)C)cc3)c(=O)c2c1S(=O)(=O)N1CCN(c2ncccn2)CC1
    22%, -3%, 12%
> COc1ccc(OCc2nc3ccccc3n2C(C)c2ccccc2)cc1 (stereo not given)
    8%, -14%, -4%
> Cc1ccc2cccc(NC(=O)c3ccc(-c4cc(Cl)ccc4Cl)o3)c2n1
    -8%, -4%, 12%
> Brc1cccc(-c2nnn3c2nc(NCc2ccc4c(c2)OCO4)c2ccccc23)c1
    25%, 35%, 21%
> Cc1nc(-c2ccc(S(=O)(=O)N3CCN(c4cc(Cl)ccc4C)CC3)cc2)co1
    0%, 1%, 12%
> CCCCOc1ccc(-c2cc3c(=O)n(CC(=O)Nc4ccc(Cl)cc4Cl)ccn3n2)cc1
    0%, 9%, 9%
> Cc1ccc(CNC(=O)CN2C(=O)CCn3nc(-c4ccccc4)cc32)cc1
    7%, -13%, -10%
> COc1ccccc1OCCn1c(-c2ccc(Cl)cc2)nc2ccccc2c1=O
    6%, 8%, 6%
> CCc1ccc(N(CC)C(=O)Cn2cnc3sc(C)c(S(=O)(=O)N4CCN(c5ncccn5)CC4)c3c2=O)cc1
    -27%, 6%, 4%
> O=C(CC(c1cccs1)N1Cc2ccccc2C1=O)Nc1ccc(F)cc1F (stereo not given)
    ?, -9%, 1%
> CCc1cccc(NC(=O)CCc2c(C)nc3c(-c4ccccc4)c(C)nn3c2C)c1
    6%, -1%, 9%
> Nc1nc(N)c(S(=O)(=O)c2ccccc2)c(Nc2ccccc2)n1
    -20%, 1%, -7%
> COC(=O)c1c(NC(=O)c2cc(=O)c3c(C)cc(C)cc3o2)sc2c1CCCC2
    ?, 5%, 4%
> Cc1cccc(CCNC(=O)c2nc(-c3ccc(Cl)cc3)n3c2CCCCC3)c1
    -14%, -39%, -3%
> Cc1ccc(NC(=O)CSc2ncnc3c2sc2ccccc23)cc1C
    6%, 10%, 8%
> Cc1cc(F)ccc1NC(=O)C1CCCN(C(=O)c2cnn(-c3ccccc3)c2-n2cccc2)C1 (stereo not given)
    6%, -30%, -51%
> COc1ccc(C2c3cc(OC)c(OC)cc3CC(=O)N2c2ccc(C)cc2)cc1 (stereo not given)
    -1%, -27%, 22%
> Cc1ccccc1NC(=O)Cn1c(=O)n(CC2CCC(C(=O)NCCc3ccccc3)CC2)c(=O)c2ccccc21 (stereo not given)
    -5%, 8%, 1%
> CCCCN1CCc2nc(N3CCN(C)CC3)ncc2C1
    -9%, 8%, 1%
> CCOCCCNC(=O)c1c[nH]c2ccc(S(=O)(=O)N(C)c3ccc(Cl)cc3F)cc2c1=O
    5%, -11%, -7%
> Cc1ccccc1CNC(=O)c1ccc(CN2CC(=O)N3CCCCC3C2=O)cc1 (stereo not given)
    -20%, -5%, 15%
> CCOCCCn1c(=N)c(C(=O)NCc2cccnc2)cc2c(=O)n3cc(C)ccc3nc21
    27%, 5%, 1%
> CCc1ccc(OCC(=O)Nc2cc(-c3nc4cc(C)ccc4o3)ccc2C)cc1
    ?, 5%, ?
> COc1ccc(C(=O)N2CCc3cc(OC)c(OC)cc3C2COc2ccccc2OC)cc1 (stereo not given)
    0%, 0%, 0%
> CSc1ncc2c(n1)-c1ccccc1N(Cc1ccccc1)S2(=O)=O
    -3%, -3%, -5%
> C[C@H](Cc1ccc(O)c(O)c1)[C@@H](C)Cc1ccc(O)c(O)c1
    0%, -26%, 9%
> CCn1c2c(c(=O)n3ncc(C(=O)Nc4cccc(Cl)c4C)c13)CN(Cc1ccc(OC)cc1)CC2
    3%, -3%, 1%
> Cc1cccc(C(=O)Nc2nnc(S(=O)(=O)N(C)Cc3ccccc3)s2)c1
    5%, 8%, -21%
> Cc1ccc(Cc2cn3cc(-c4ccc(F)cc4)nc3s2)cc1
    0%, 31%[activator], -8%
> CCOC(=O)c1c(NC(=O)CSc2cn(CCNC(=O)c3ccccc3OC)c3ccccc23)sc2c1CCC2
    0%, 14%, -7%
> CCC(C)NC(=O)c1[nH]c2cc(C)ccc2c1Sc1ccc(Cl)cc1 (stereo not given)
    ?, 30%, -5%
> CCC(Oc1ccccc1)C(=O)N1CCN(Cc2cc(=O)n3nc(-c4cccc(C)c4)sc3n2)CC1 (stereo not given)
    -14%, -34%, ?
> Cc1ccc(Cl)cc1N1CCN(C(=O)c2ccc(NC(=O)c3nsc4ccccc34)cc2)CC1
    2%, 68%[activator], -4%

Additional records
Values run as follows: KB-V1 cytotox, ATXN2 expr inh, KB-3-1 tox
> CCc1cccc(NC(=O)CCS(=O)(=O)c2cc(Br)cc3c2N(C(C)=O)CC3)c1
    -10%, -3%, -7%
> Cc1ccc(NC(=O)CN2C(=O)C(C)(C)c3cc(S(=O)(=O)N4CCCCC4)ccc32)c(Br)c1
    ?, 5%, ?
> Cc1cccc(NC(=O)Cc2csc(COc3cccc(C)c3)n2)c1
    0%, -2%, 12%
> CC(=O)Nc1ccc(S(=O)(=O)Nc2ccc(-c3cn4c(C)csc4n3)cc2)cc1
    21%, -22%, 18%
> O=C(CSc1ncc2c(n1)-c1ccc(Cl)cc1N(Cc1ccccc1)S2(=O)=O)Nc1ccccc1C(F)(F)F
    -1%, 3%, -3%
> O=C(CC1N=C2c3ccccc3N=C(SCc3ccc(F)cc3)N2C1=O)NCCc1ccccc1 (stereo not given)
    ?, -5%, ?
> COc1ccccc1NC(=O)c1c(NC(=O)Cc2ccccc2)sc2c1CCC(C(C)(C)C)C2 (stereo not given)
    ?, 3%, ?
> Cc1cccc(C)c1Nc1nc2ccccc2nc1NS(=O)(=O)c1ccccc1
    -8%, -6%, -12%
> Cc1nc(-c2ccc(F)cc2)sc1CCNC(=O)C(=O)Nc1ccc2c(c1)OCCO2
    -8%, 17%, 10%
> Cc1ccc(NC(=O)CCn2cnc3onc(-c4ccc(F)cc4)c3c2=O)c(Br)c1
    19%, 5%, -2%

Continued; it opens with the 2 that closed the last part.
Values run as follows: KB-V1 cytotox, ATXN2 expr inh, KB-3-1 tox
> Cc1nc(-c2ccc(F)cc2)sc1CCNC(=O)C(=O)Nc1ccc2c(c1)OCCO2
    -8%, 17%, 10%
> Cc1ccc(NC(=O)CCn2cnc3onc(-c4ccc(F)cc4)c3c2=O)c(Br)c1
    19%, 5%, -2%
> COc1cc2ncc3c(-c4ccc(C)cc4)nn(-c4ccc(F)cc4F)c3c2cc1OC
    1%, 6%, -10%
> CCc1nc(SCC(=O)Nc2ccc(NC(C)=O)cc2)n[nH]1
    13%, 3%, 3%
> COc1cccc(NC(=O)Cn2cc(C(=O)c3ccc(F)cc3)c(=O)c3cc(OC)ccc32)c1
    6%, -6%, 0%
> CC(=O)NC(c1cccs1)c1cc(Br)c2cccnc2c1O (stereo not given)
    ?, 5µM*, ?
> CC(C)CCNC(=O)c1ccc2c(c1)N(Cc1ccccc1F)C(=O)c1ccccc1S2(=O)=O
    -7%, 15%, 7%
> N#Cc1cc2c(=O)n3ccccc3nc2n(-c2nnc(SCc3ccccc3F)s2)c1=O
    ?, 3%, 3%
> COCCN1C(=O)c2oc3cc(C)cc(C)c3c(=O)c2C1c1cccc(O)c1 (stereo not given)
    2%, 1%, 5%
> Cc1cc(C)c2oc(C(=O)Nc3c(C(=O)Nc4ccccc4)oc4ccccc34)cc(=O)c2c1
    ?, 12%, -5%
> Cc1ccc(C)c(NC(=O)CN(CCc2ccccc2)S(=O)(=O)c2ccccc2)c1
    -27%, -6%, -7%
> COc1ccccc1NC(=O)c1cnc(SCC(=O)N2CCOCC2)n(C)c1=O
    1%, 13%, 4%
> COc1cc(NC(=O)NC(C)c2c(-n3cccc3)sc3c2CCCC3)cc(OC)c1OC (stereo not given)
    -18%, ?, 4%
> O=c1c2sc3ccccc3c2n(Cc2ccc(F)cc2)c(=O)n1Cc1ccccc1
    9%, 13%, 9%
> Cc1cccc(CC(=O)N2CC(=O)Nc3ccc(F)cc3C2c2ccccc2)c1 (stereo not given)
    16%, 0%, 3%
> COc1cc(NC(=O)c2c(C)nn(-c3ccc(F)cc3)c2-n2cccc2)cc(OC)c1
    -22%, 11%, 2%
> Cc1nc2ccccc2c(=O)n1-c1ccc(NC(=O)c2ccccc2[N+](=O)[O-])cc1
    6%, ?, 1%
> O=C1OC(C(=O)Nc2cccc(Br)c2)Cc2ccccc21 (stereo not given)
    10%, 14%, -4%
> CCOC(=O)c1nc(N2CCN(c3ccc(F)cc3)CC2)c2c(C)noc2n1
    10%, -8%, -7%
> Cc1ccc2occ(CC(=O)Nc3ccc(S(N)(=O)=O)cc3)c2c1
    -2%, -8%, -2%
